Screening results from PubChem.
NCI-60 one-dose screen, 48 h, at 10 µM unless noted. Numbers give growth in % (100 = growth as untreated, 0 = no growth, -100 = all killed).
CCRF-CEM – CCRF-CEM leukemia | AID 1794778 | 7% of 77,000 active
HOP-92 – HOP-92 NSCLC cells | AID 1794738 | 6.3% of 71,000 active
HOP-62 – HOP-62 NSCLC; AID 1794735; 3.9% of 80,000 active
MOLT-4 – MOLT-4 leukemia cells | 6.9% of 80,000 active
EKVX – EKVX NSCLC | AID 1794765 | 3% of 71,000 active
A549/ATCC – A549/ATCC NSCLC; 3.7% of 81,000 active; AID 1794740
M14 – M14 melanoma; 6.2% of 80,000 active; AID 1794745
RPMI-8226 – RPMI-8226 leukemia cells | 7.5% of 77,000 active | AID 1794781
* hit, by the source's call; & = joins results of further samples. How the source made its calls: active means growth percent below 10; inactive means the rest. Not all compounds are listed; count on the stated rates, not on these rows.

`CCCCNP(=O)(N1CC1)N1CC1` gave HOP-92 79, HOP-62 100, MOLT-4 98, A549/ATCC 84, M14 102 and RPMI-8226 93.
For N#Cc1ccc(Cn2cc(/C=C3/C(=O)C4CCN3CC4)c3cccnc32)cc1 the results were CCRF-CEM 87, HOP-92 90, HOP-62 91, MOLT-4 65, EKVX 100, A549/ATCC 89, M14 93 and RPMI-8226 76.
`Oc1c(O)c(Cl)c(Cl)c(Cl)c1Cl` gave CCRF-CEM 35, HOP-92 1.1*, HOP-62 40, MOLT-4 31, EKVX 37, A549/ATCC 21, M14 40 and RPMI-8226 25.
`Cc1ncc(CNC(=O)N(CCCl)N=O)c(N)n1` gave CCRF-CEM 107, HOP-62 109, MOLT-4 73, EKVX 101, A549/ATCC 95, M14 105 and RPMI-8226 104.
`O=NN(c1ccccc1)c1ccccc1` gave CCRF-CEM 99, HOP-92 88, MOLT-4 114, A549/ATCC 96, M14 106 and RPMI-8226 107.
`CCOC(=O)CCC(NC(=O)C(Cc1ccc(N(CCCl)CCCl)cc1)NC=O)C(=O)OCC` (stereo not given) gave CCRF-CEM 18, HOP-92 -2.7*, HOP-62 113, MOLT-4 5.1*, EKVX 55, A549/ATCC 62, M14 -63* and RPMI-8226 31.
`COc1cc(N(CCCl)CCCl)c(OC)cc1/C=N\Nc1nncn1N` gave CCRF-CEM 98, HOP-92 100, HOP-62 145, MOLT-4 92, A549/ATCC 101, M14 107 and RPMI-8226 93.
For C=C(C)C1(CCCC)C(=O)NC(=S)NC1=O the results were CCRF-CEM 97&97, HOP-92 100&95, HOP-62 108&91, MOLT-4 98&95, EKVX 99, A549/ATCC 101&98, M14 104&122 and RPMI-8226 90&101.
Screening CC1=C2[C@@H](CC1)[C@]1(C)O[C@@](C(C)C)(C[C@H]1O)[C@H]2OC(=O)C1CC1c1ccccc1 (stereo not given in full) returned CCRF-CEM 75, HOP-92 73, HOP-62 82, MOLT-4 63, EKVX 88, A549/ATCC 76, M14 91 and RPMI-8226 58.
Screening COc1cc(C=Nc2cccc(Br)c2)ccc1N(CCCl)CCCl returned CCRF-CEM 63, HOP-92 75, HOP-62 89, MOLT-4 64, EKVX 120, A549/ATCC 65, M14 94 and RPMI-8226 86.
`COc1cc(C)c(-c2ccc(=O)c(OC)cc2C)c(OC)c1OC` gave CCRF-CEM 86&100, HOP-92 75&95, HOP-62 95&101, MOLT-4 96&99, EKVX 93&97, A549/ATCC 104&102, M14 93&97 and RPMI-8226 91&103.
For C[C@@H]1C[C@H]2C(=O)O[C@@H](C)C(NC(=O)[C@H](Cc3cc(F)cc(F)c3)NC(=O)Nc3ccc(OS(=O)(=O)F)cc3)C(=O)N3CCC[C@H]3C(=O)N3CCO[C@H](C)[C@H]3C(=O)N[C@@H](CO)C(=O)N2C1 (stereo not given in full) the results were CCRF-CEM 34, HOP-92 9.2*, HOP-62 33, MOLT-4 44, EKVX 34, A549/ATCC 31, M14 24 and RPMI-8226 20.
Screening Cc1cccc(OCC(O)CN2CC2)c1 (stereo not given) returned CCRF-CEM 83, HOP-92 95, HOP-62 111, MOLT-4 93, EKVX 110, A549/ATCC 104, M14 114 and RPMI-8226 112.
`COC1=C(N2CC2)C(=O)c2ccccc2C1=O` gave CCRF-CEM 125, HOP-92 118, HOP-62 95, MOLT-4 100, EKVX 103, A549/ATCC 113, M14 107 and RPMI-8226 104.
Screening O=C1NC(=S)NC(=O)C1=Cc1cccc([N+](=O)[O-])c1 returned CCRF-CEM 128, HOP-62 94, MOLT-4 107, EKVX 109, A549/ATCC 98, M14 114 and RPMI-8226 116.
For O=C(NCc1ccc([N+](=O)[O-])cc1)Nc1ccc(S(=O)(=O)F)cc1 the results were CCRF-CEM 81, HOP-62 71, MOLT-4 87, A549/ATCC 75, M14 94 and RPMI-8226 69.
Screening C[C@@H]1CCC2[C@@H](C)[C@H](OC(=O)CCC(=O)NCCNC(=O)Cc3cc(=O)oc4cc(N(C)C)ccc34)O[C@@H]3O[C@]4(C)CC[C@@H]1C23OO4 (stereo not given in full) returned CCRF-CEM 23, HOP-92 29, HOP-62 83, MOLT-4 31, EKVX 35, A549/ATCC 51, M14 38 and RPMI-8226 15.
`Cn1cc(C(=O)/C(C#N)=C/c2cc3ccccc3nc2Cl)c2ccccc21` gave CCRF-CEM 103, HOP-92 69, HOP-62 98, MOLT-4 100, EKVX 92 and A549/ATCC 96.
For CC1CN2C(=O)C1(c1ccccc1)C(=O)NC2=S (stereo not given) the results were CCRF-CEM 101, HOP-92 93, HOP-62 105, MOLT-4 93, A549/ATCC 102, M14 102 and RPMI-8226 103.
O=C1NC(=O)C([N+](=O)[O-])C(=O)N1 was read as CCRF-CEM 110, HOP-92 101, HOP-62 100, MOLT-4 87, EKVX 111, A549/ATCC 102, M14 108 and RPMI-8226 113.
For CCCCCCCCCCCCCC(=O)P(=O)(OCC)OCC the results were CCRF-CEM 94, HOP-92 90, HOP-62 101, MOLT-4 108, EKVX 101, A549/ATCC 123, M14 99 and RPMI-8226 106.
S=C(N1CCCCCC1)N1CC1 was read as CCRF-CEM 95, HOP-92 80, HOP-62 106, MOLT-4 74, EKVX 108, A549/ATCC 98, M14 112 and RPMI-8226 94.
`O=c1[nH]ncc(Cl)c1Cl` gave CCRF-CEM 93&97, HOP-92 104&114, HOP-62 117&106, MOLT-4 93&97, EKVX 113&109, A549/ATCC 81&94, M14 90&102 and RPMI-8226 99.
CNP(=O)(NC)NC was read as CCRF-CEM 107, HOP-92 104, HOP-62 104, MOLT-4 95, EKVX 106, A549/ATCC 96, M14 98 and RPMI-8226 102.
`CNC(Cc1ccccc1)c1ccc(N(C)C)cc1` (stereo not given) gave CCRF-CEM 129, HOP-92 90, HOP-62 100, MOLT-4 111, EKVX 89, A549/ATCC 99, M14 93 and RPMI-8226 112.
Screening O=C(O)c1cc(Cl)c(O)c(Cl)c1 returned CCRF-CEM 94, HOP-62 100, MOLT-4 100, EKVX 113, A549/ATCC 100, M14 106 and RPMI-8226 105.
CC[C@H](C)[C@H](NC(=O)C12C3C4C1C1C2C3C41NC)C(=O)N(C)[C@H](C[C@@H](OC(C)=O)c1nc(C(=O)N[C@@H](Cc2ccccc2)C[C@H](C)C(=O)OC)cs1)C(C)C (stereo not given in full) was read as CCRF-CEM 13, HOP-92 34, HOP-62 17, MOLT-4 25, EKVX 41, A549/ATCC 31, M14 -14* and RPMI-8226 3.5*.
CN(C)C(Cc1ccccc1)c1ccccc1 (stereo not given) was read as CCRF-CEM 121, HOP-92 115, HOP-62 93, MOLT-4 90, EKVX 105, A549/ATCC 102, M14 91 and RPMI-8226 99.
Screening O=C1C2(Cl)C3(Cl)C4(Cl)C(Cl)(Cl)C5(Cl)[C@]3(Cl)C1(Cl)[C@]5(Cl)C24Cl (stereo not given in full) returned CCRF-CEM 74, HOP-62 84, MOLT-4 67, A549/ATCC 63, M14 95 and RPMI-8226 68.
`C[C@]12C=CC(=O)C=C1CC[C@@H]1[C@@H]2C(=O)C[C@]2(C)C(=O)CC[C@@H]12` gave CCRF-CEM 101, HOP-92 116, HOP-62 111, MOLT-4 98, EKVX 118, A549/ATCC 91 and M14 97.
`COc1ccc(Cl)cc1NC1=N[C@]23CC(=O)CC[C@]2(C)[C@H]2CC[C@]4(C)C(=O)CC[C@H]4[C@@H]2C[C@@H]3S1` gave CCRF-CEM 88, HOP-92 90, HOP-62 106, MOLT-4 83, EKVX 93, A549/ATCC 100, M14 88 and RPMI-8226 101.
For CC12CCC3C(CCC4=C(Oc5ccccc5)C(=O)CCC43C)C1CCC2=O (stereo not given) the results were CCRF-CEM 90, HOP-92 87, HOP-62 106, MOLT-4 106, EKVX 104, A549/ATCC 100, M14 103 and RPMI-8226 87.
Screening O=C(O)c1ccc([S-])cc1.[Au+].c1ccc(CN2[CH-]N(Cc3ccccc3)C(c3ccccc3)=C2c2ccccc2)cc1 returned CCRF-CEM 1.4*, HOP-92 -45*, HOP-62 -28*, MOLT-4 -1.6*, EKVX -53*, A549/ATCC 3.5*, M14 -48* and RPMI-8226 -11*.
For Clc1nc(Cl)nc(Cl)n1 the results were CCRF-CEM 96, HOP-92 108, HOP-62 106, MOLT-4 89, A549/ATCC 101, M14 94 and RPMI-8226 99.
`O=C1C(Cc2ccccc2)C(=O)N(Cc2ccccc2)C(=O)N1Cc1ccccc1` gave CCRF-CEM 97, HOP-92 98, HOP-62 89, MOLT-4 99, A549/ATCC 96, M14 91 and RPMI-8226 95.
`COc1cc([N+](=O)[O-])c(N)c([N+](=O)[O-])c1` gave CCRF-CEM 97, HOP-62 109, MOLT-4 94, A549/ATCC 107, M14 91 and RPMI-8226 99.
c1cc[n+](CCCC[n+]2ccccc2)cc1 was read as HOP-92 48, HOP-62 95, EKVX 94, A549/ATCC 97, M14 93 and RPMI-8226 96.
Screening COc1ccc(-n2c(=S)[nH]c3ccccc3c2=O)cc1 returned CCRF-CEM 95, HOP-62 97, MOLT-4 101, A549/ATCC 95, M14 103 and RPMI-8226 98.
Screening C[C@]12CCc3nc(-c4ccc(C(F)(F)F)cc4)sc3C1=CC[C@@H]1[C@@H]2CC[C@]2(C)C(=O)CC[C@@H]12 returned CCRF-CEM 92, HOP-62 103, MOLT-4 90, EKVX 96, A549/ATCC 95, M14 89 and RPMI-8226 59.
Screening NC1=NC(=O)N2C[C@H]12 returned CCRF-CEM 100, HOP-92 107, HOP-62 117, MOLT-4 105, EKVX 111, A549/ATCC 114 and M14 107.
`OCCCN1CCN(c2ccccc2Cl)CC1` gave CCRF-CEM 96, HOP-92 77, HOP-62 91, MOLT-4 85, EKVX 105, A549/ATCC 102, M14 104 and RPMI-8226 98.
Screening O=C(O)CCl returned CCRF-CEM 98, HOP-62 100, MOLT-4 97, A549/ATCC 110, M14 95 and RPMI-8226 95.
For O=C(/C=C/c1ccc(OC(F)(F)F)cc1)c1nc2ccccc2n1Cc1ccc(Br)cc1 the results were CCRF-CEM 29, HOP-92 80, HOP-62 95, MOLT-4 18, EKVX 83, A549/ATCC 78, M14 98 and RPMI-8226 37.
`COc1cc(/C=C\[N+](=O)[O-])ccc1OCc1ccccc1` gave CCRF-CEM 15, HOP-92 66, HOP-62 31, MOLT-4 1.1*, EKVX 92, A549/ATCC 65, M14 15 and RPMI-8226 -46*.
Screening CC1=C(N2CC2)C(=O)c2ccccc2C1=O returned CCRF-CEM 105, HOP-92 117, HOP-62 98, MOLT-4 91, EKVX 103, A549/ATCC 107, M14 103 and RPMI-8226 90.

By substructure, those above containing an aryl methoxy group
`COc1cc(N(CCCl)CCCl)c(OC)cc1/C=N\Nc1nncn1N` gave CCRF-CEM 98, HOP-92 100, HOP-62 145, MOLT-4 92, A549/ATCC 101, M14 107 and RPMI-8226 93.
Screening COc1cc(C=Nc2cccc(Br)c2)ccc1N(CCCl)CCCl returned CCRF-CEM 63, HOP-92 75, HOP-62 89, MOLT-4 64, EKVX 120, A549/ATCC 65, M14 94 and RPMI-8226 86.
`COc1cc(C)c(-c2ccc(=O)c(OC)cc2C)c(OC)c1OC` gave CCRF-CEM 86&100, HOP-92 75&95, HOP-62 95&101, MOLT-4 96&99, EKVX 93&97, A549/ATCC 104&102, M14 93&97 and RPMI-8226 91&103.
`COc1ccc(Cl)cc1NC1=N[C@]23CC(=O)CC[C@]2(C)[C@H]2CC[C@]4(C)C(=O)CC[C@H]4[C@@H]2C[C@@H]3S1` gave CCRF-CEM 88, HOP-92 90, HOP-62 106, MOLT-4 83, EKVX 93, A549/ATCC 100, M14 88 and RPMI-8226 101.
`COc1cc([N+](=O)[O-])c(N)c([N+](=O)[O-])c1` gave CCRF-CEM 97, HOP-62 109, MOLT-4 94, A549/ATCC 107, M14 91 and RPMI-8226 99.
Screening COc1ccc(-n2c(=S)[nH]c3ccccc3c2=O)cc1 returned CCRF-CEM 95, HOP-62 97, MOLT-4 101, A549/ATCC 95, M14 103 and RPMI-8226 98.
`COc1cc(/C=C\[N+](=O)[O-])ccc1OCc1ccccc1` gave CCRF-CEM 15, HOP-92 66, HOP-62 31, MOLT-4 1.1*, EKVX 92, A549/ATCC 65, M14 15 and RPMI-8226 -46*.
